# Vif inh = HIV Vif self-association inhibitors, primary screen, imaging, HEK293T, single point | inhibition, % at 7.49 µM | HEK293T cells, Vif self-association by quenched fluorescence, 24 h | actives 0.35% (n = 340,000) | AID 602346, 2012; in the data active = inhibition above about 50%, passing the limit was not always enough; note: some results filed as inactive read as strong as hits
# EBV LMP1 NFkB = EBV LMP1-driven NF-kappaB luciferase reporter inhibitors, primary screen, cell-based, luminescence, single point. LMP1-induced NF-kappaB luciferase reporter cells. inhibition, % at 12.5 µM. actives 0.69% (n = 350,000). AID 504558, 2011; in the data active = inhibition above about 41%;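 note: 0% = neutral control wells and 100% = reference inhibitor control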
# COUP-TFII inh = NR2F2 transcriptional activity inhibitors, primary screen, cell-based, luciferase reporter, HEK293T, luminescence. COUP transcription factor 2 (Homo sapiens), P24468. HEK293T NGFI-A luciferase reporter. inhibition, % at 8.6 µM. actives 0.7% (n = 370,000). AID 686940, 2013;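 active = inhibition above a per-plate cutoff, mean inhibition of test wells between control levels plus 3 SD, cut at about 38% in these data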;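 note: cells cotransfected with COUP-TFII expression vector driving the NGFI-A reporter; 0% = median of COUP-TF2 test wells and 100% = reporter-only cells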
# NOD2-RIPK2 inh = NOD2-RIPK2 binding disruptors in cells, primary screen, fluorescence, CHO cells, BLA complementation. Receptor-interacting serine/threonine-protein kinase 2 (Homo sapiens), O43353. CCF4 ratio. inhibition, % at 4.98 µM. actives 0.38% (n = 360,000); in the data active = inhibition above about 21%;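 note: 0% = vehicle only and 100% = reference blocker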
# NCOA3 inh = SRC3 coactivator transcriptional activity inhibitors, primary screen, cell-based, luminescence. Nuclear receptor coactivator 3 (Homo sapiens), Q9Y6Q9. HEK293 GAL4-SRC3 luciferase reporter. inhibition, % at 3.6 µM. actives 0.17% (n = 360,000). AID 588352, 2011;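 active = inhibition above a per-campaign cutoff, the mean of all compounds plus 3 SD, cut at about 60% in these data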;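 note: 0% = DMSO-treated cells and 100% = gossypol-treated cells at 36 µM; higher means less SRC3-driven luciferase light from the GAL4 reporter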
# Target sequence (Q9Y6Q9 whole entry, looked up, the tested form may be a part): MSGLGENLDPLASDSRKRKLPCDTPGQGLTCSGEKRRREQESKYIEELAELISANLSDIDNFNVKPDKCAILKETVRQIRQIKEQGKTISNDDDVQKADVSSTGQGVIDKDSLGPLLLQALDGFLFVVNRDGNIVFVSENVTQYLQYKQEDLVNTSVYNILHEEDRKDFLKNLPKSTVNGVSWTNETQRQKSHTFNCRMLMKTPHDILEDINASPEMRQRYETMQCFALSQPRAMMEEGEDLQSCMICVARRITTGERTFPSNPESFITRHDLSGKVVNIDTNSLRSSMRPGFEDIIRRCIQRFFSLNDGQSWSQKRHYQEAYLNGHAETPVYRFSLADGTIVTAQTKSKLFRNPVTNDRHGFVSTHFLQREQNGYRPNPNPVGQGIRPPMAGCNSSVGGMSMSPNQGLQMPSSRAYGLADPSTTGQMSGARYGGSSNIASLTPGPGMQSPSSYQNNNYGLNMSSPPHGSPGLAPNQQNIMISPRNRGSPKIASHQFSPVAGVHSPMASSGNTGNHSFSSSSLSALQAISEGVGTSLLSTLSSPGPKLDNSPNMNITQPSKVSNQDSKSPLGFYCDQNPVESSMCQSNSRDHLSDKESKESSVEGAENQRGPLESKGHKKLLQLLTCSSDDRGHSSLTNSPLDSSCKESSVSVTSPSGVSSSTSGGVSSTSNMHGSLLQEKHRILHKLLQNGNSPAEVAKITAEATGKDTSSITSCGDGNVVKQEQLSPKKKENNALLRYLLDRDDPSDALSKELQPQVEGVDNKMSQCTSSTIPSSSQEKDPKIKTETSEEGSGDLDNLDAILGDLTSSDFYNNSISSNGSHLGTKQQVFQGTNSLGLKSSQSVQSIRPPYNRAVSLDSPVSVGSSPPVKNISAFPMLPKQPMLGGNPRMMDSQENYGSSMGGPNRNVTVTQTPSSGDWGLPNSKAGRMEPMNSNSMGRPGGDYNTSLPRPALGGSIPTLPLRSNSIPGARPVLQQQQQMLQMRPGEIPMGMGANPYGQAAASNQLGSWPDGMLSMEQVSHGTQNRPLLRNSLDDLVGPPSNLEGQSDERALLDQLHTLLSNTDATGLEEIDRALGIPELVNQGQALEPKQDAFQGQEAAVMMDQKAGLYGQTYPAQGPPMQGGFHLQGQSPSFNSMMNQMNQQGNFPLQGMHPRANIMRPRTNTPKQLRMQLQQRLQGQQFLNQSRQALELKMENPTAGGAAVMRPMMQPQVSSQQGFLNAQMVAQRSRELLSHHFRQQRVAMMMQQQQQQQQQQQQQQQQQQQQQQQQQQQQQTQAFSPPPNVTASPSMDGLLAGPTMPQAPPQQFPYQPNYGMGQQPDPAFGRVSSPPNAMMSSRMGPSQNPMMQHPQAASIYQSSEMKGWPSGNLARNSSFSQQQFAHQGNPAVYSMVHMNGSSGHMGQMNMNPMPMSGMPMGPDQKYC
# SRC2 inh = inhibition of GAL4-SRC2 driven luciferase reporter, primary screen, SRC2 inhibitor project, cell-based, luminescence | HEK293 GAL4-SRC2 luciferase reporter | inhibition, % at 9 µM | actives 0.17% (n = 370,000);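 active = inhibition above the mean inhibition of all tested compounds plus 3 SD, set per campaign, cut at about 52% in these data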;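 note: 0% = DMSO treated cells and 100% = cells given Gossypol at 36 µM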
# TROY NFkB inh = inhibitors of TROY-driven NF-kB signaling, primary screen, Q293 LMP1-TROYcd cells, NF-kB luciferase, uHTS. AID 1347056, 2019. actives 0.98% (n = 360,000). Q293 LMP1-TROYcd NF-kB luciferase reporter, 4 h. inhibition, % at 10 µM;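 active = compounds whose plate-normalised and pattern-corrected inhibition of the luciferase reporter signal at the single screening dose is 50% or more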
# SRC1 inh = SRC1 coactivator transcriptional activity inhibitors, primary screen, cell-based, luminescence; actives 0.12% (n = 360,000); HEK293 GAL4-SRC1 luciferase reporter; inhibition, % at 3.6 µM; Nuclear receptor coactivator 1 (Homo sapiens), Q15788;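 active = inhibition above the campaign mean plus 3 SD, with each screening campaign given its own cutoff, cut at about 60% in these data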;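 note: 0% = DMSO treated cells and 100% = gossypol at 36 µM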
# TLR9-MyD88 block = inhibitors of TLR9-MyD88 association in cells, primary screen, cell-based, CHO, BLA complementation, fluorescence; Toll-like receptor 9 (Homo sapiens) + Myeloid differentiation primary response protein …; CCF4 FRET ratio; inhibition, % at 4.98 µM; actives 0.21% (n = 340,000); AID 504734, 2011;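 active = inhibition above the mean over all tested compounds plus 3 SD, cut at about 21% in these data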;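 note: 0% = DMSO only wells and 100% = clavulanate BLA inhibitor control wells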
# LRH-1 inv ag = LRH-1 (NR5A2) inverse agonists, primary screen, cell-based, luminescence, HEK293T, StAR-luciferase reporter; Nuclear receptor subfamily 5 group A member 2 (Homo sapiens), O00482; LRH-1 transfected, 24 h; inhibition, % at 3.6 µM; actives 0.13% (n = 360,000);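 active = inhibition above the mean inhibition of all tested compounds plus 3 SD, cut at about 73% in these data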;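 note: 0% = DMSO wells and 100% = reporter-only cells lacking LRH-1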
# C8 TRAIL sens = viability loss with TRAIL in NB7+C8 cells, primary screen, TRAIL sensitizer project, cell-based, ATPlite luminescence; actives 1% (n = 360,000); inhibition (viability loss, TRAIL sensitization), % at 10 µM;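 active = compounds causing at least 50% loss of cell viability in the single-dose screen, relative to plate controls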
# An asterisk follows results filed as active; nt = no result given; & = joins results of further samples. Only part of the results is shown. The share of hits here may be higher or lower than overall.
# Value order: Vif inh	EBV LMP1 NFkB	COUP-TFII inh	NOD2-RIPK2 inh	NCOA3 inh	SRC2 inh	TROY NFkB inh	SRC1 inh	TLR9-MyD88 block	LRH-1 inv ag	C8 TRAIL sens
> Cc1nn(Cc2ccc(C(=O)N3CCCC3)o2)c(C)c1[N+](=O)[O-]
  7	-3	-8	-14	-26	-10	-5	-12	-4	-41	-7
> C=CCN(C/C(=N\O)c1sc(C(=O)OCC)nc1C)c1cccc(Br)c1
  -2	-2	-6	12	-10	8	27	11	-3	7	-8
> COc1cccc(C2CC(=O)Nc3cc(C)c(C)cc32)c1 (stereo unspecified)
  6	-10	3	7	-8	-9	0	-10	-2	-6	1
> CSc1ccccc1NC(=O)COc1nsnc1N1CCOCC1
  3	nt	-11	-2	-7	5	-12	-4	-9	21	9
> CCOC(=O)N1CCC(N(CCN(C)C)C(=S)Nc2cc(C)cc(C)c2)CC1
  -4	4	-17	5	4	1	8	-6	8	6	-5
> CN(C[C@H](Cc1ccccc1)N(C[C@H](Cc1cccc2ccccc12)N(CCc1ccccc1)N=O)N=O)N=O
  -6	-4	9&-2	-6&6	-2	-3&-7	-10&2	-18	-5	-4&-3	5&-1
> CCN(CC)CC(=O)c1c[nH]c2ccccc12
  2	-2	-7	-2	5	-6	3	-14	1	5	-13
> Cc1cccc(-n2nnc3cnn(C)c3c2=O)c1
  0	-6	9	-15	-1	15	-16	-2	1	-15	-4
> O=CNc1c(Cl)cc2c(c1Cl)Cc1cc([N+](=O)[O-])ccc1-2
  -9	12	3	3	-20	-3	-48	-5	5	19	-7
> O=S(=O)(NN=C1CCCCCC1)c1ccc(Cl)cc1
  2	2	-4	3	1	-14	-7	-6	4	10	-29
> COCOc1ccc(-c2oc3c(C/C=C(\C)CCC=C(C)C)ccc(O)c3c(=O)c2OCOC)c(OCOC)c1
  2	nt	nt	-24	-22	nt	4	5	nt	1	-9
> Cc1ccc(C(C(=O)NC2CCCC2)N(C(=O)c2csnn2)c2cccc(F)c2)o1 (stereo unspecified)
  -9	-4	-3	-9	9	5	11	3	1	-12	0
> O=C(O)CC/C(=N/NC(=O)CNC(=O)Cc1ccc(Cl)cc1)c1ccccc1
  2	-7	10	0	17	-13	3	8	-5	-8	2
> O=C(CCSc1nnc(-c2ccco2)o1)Nc1ccccc1
  14	6	1	3	10	6	9	-7	1	12	6
> CCOC(=O)[C@]12CCCC=C1N(Cc1ccco1)C(=O)[C@H](CC(=O)NCC1CCCCC1)C2
  nt	nt	13	4	nt	14	9	nt	nt	3	-9
> O=C(CN1CCOCC1)Nc1nc2ccc(Cl)cc2s1
  -6	-3	6	-11	-33	-4	7	-24	-4	-12	-9
> O=C(NNC(=O)c1cc(OCC(F)(F)F)ccc1OCC(F)(F)F)c1ccc(Cl)c(Cl)c1
  -2	10	5	-6	11	-5	20	5	0	7	66*
> O=C(COC(=O)c1cccc(NC(=O)c2ccco2)c1)c1ccc(Br)cc1
  -7	-9	-39	-11	-24	-37	3	-43	-1	-53	-15
> O=C(C1CCCN(Cc2ccc(Cl)cc2)C1)N1CCCCC1 (stereo unspecified)
  16	-1	10	-6	6	8	10	12	-6	9	-9
> CCN(CC)C(=O)c1cccc2c1C(=O)c1ccccc1-2
  3	2	-9	-2	12	13	0	2	2	-7	5
> CCOC(=O)c1cccc(NC(=O)CCn2cccc2)c1
  -7	6	0	-20	4	-15	15	-6	6	13	-3
> COC(=O)COc1ccc(/C=N/NC(=O)c2ccc(N(Cc3ccccc3)S(C)(=O)=O)cc2)cc1
  -1	-2	-10	11	0	-7	6	-16	-6	-2	-3
> O=C(NCCc1ccc(F)cc1)c1ccncc1
  2	-1	10	5	-13	-24	-16	-31	-5	1	6
> CCCOc1cccc(/C=N/NC(=O)c2csc(C)c2C)c1
  -6	-7	-29	6	-23	-10	-45	-11	5	-39	22
> CC(=O)NC1CCCN(O)C(=O)/C=C(\C)CCOC(=O)C(NC(C)=O)CCCN(O)C(=O)/C=C(\C)CCOC(=O)C(NC(C)=O)CCCN(O)C(=O)/C=C(\C)CCOC1=O (stereo unspecified)
  -3	nt	nt	-9	12	nt	-25	-18	nt	-12	0
> Cc1ccc(/C=N/n2c(COc3ccccc3)n[nH]c2=S)cc1
  -11	0	6	-10	10	-3	-9	-11	11	-14	4
> CCOc1ccccc1/C=N/NC(=O)c1cccc(S(=O)(=O)N(CC)CC)c1
  -13	3	-21	-2	18	-25	-6	-14	-8	12	4
> COc1ccccc1N1CCN(C(=O)c2ccccc2N(C)S(=O)(=O)c2ccc(C)cc2)CC1
  -17	9	-8	4	3	17	5	-15	-13	3	16
> NS(=O)(=O)c1ccc(NC(=O)CN2CCN(S(=O)(=O)c3cccs3)CC2)cc1
  0	-11	-1	4	20	-45	-15	-15	2	15	-2
> Cc1cc(C)nc(Nc2cccc(C(F)(F)F)c2)n1
  -3	2	6	-11	6	11	-1	-7	-7	-25	3
> CN(C)CCNC(=O)Cc1ncc(C(F)(F)F)cc1Cl
  0	32	13	-8	10	-14	-3	-8	3	1	10
> CC(NC(=O)c1ccc(Br)o1)c1ccc(-n2ccnc2)cc1 (stereo unspecified)
  19	7	-4	-11	-11	-13	11	18	-12	18	-12
> CNC(=S)Nc1cc(Cl)ccc1Oc1ccccc1
  17	7	-6	-3	8	10	15	14	9	-13	4
> COc1ccc(C(=O)NCc2nnc(SCC(=O)N3CCCC3)o2)cc1
  -1	4	6	-5	-25	26	-3	-8	5	6	-2
> Cc1nn(CC(=O)N2CCN(C)CC2)c(=O)c2c1sc1ccccc12
  -3	2	-7	-5	-2	-8	-6	-4	5	-16	4
> COc1cccc(NC(=S)N(CCc2c(C)[nH]c3ccccc23)Cc2cccs2)c1
  16	2	17	-16	5	-3	2	10	-6	-15	9
> CC(=O)c1cccc(NC(=O)CCN2C(=O)C3CC=CCC3C2=O)c1 (stereo unspecified)
  nt	-8	15	3	-3	1	1	1	-2	0	-2
> Cc1cc(C)c(C(=O)CSc2nnc(N)s2)c(C)c1
  45	-2	-10	9	2	0	-10	-43	-1	7	-4
> Cc1nn(-c2cc(N3CCCCC3)ccc2N)c(=O)c2ccccc12
  -3	5	9	-1	22	-15	5	6	-3	0	-2
> COc1ccc(NC(=O)CCC(=O)N2CCN(S(=O)(=O)c3ccc(C)cc3)CC2)c(OC)c1
  6	-1	-8	-2	-6	-8	-7	-4	5	17	16
> COc1ccc(C(=O)/C=C\c2ccc(NC(=O)c3cccs3)cc2)cc1
  3	18	1	-1	-19	-31	5	-23	11	-22	6
> CC(C)(C)NC(=O)C(c1ccc(O)cc1)N(Cc1ccco1)C(=O)CCC(=O)Nc1ccccn1 (stereo unspecified)
  -2	1	-18	-5	11	-14	6	12	12	-8	4
> Cc1nc2ccccc2nc(C)c1=NOCc1ccc(Cl)cc1Cl
  2	5	-9	6	-89	-39	-7	-77	-18	-83	-4
> O=C(NCCc1ccccc1)c1ccc(Br)o1
  -8	-8	-35	0	-74	-54	-27	-72	-3	-83	-4
> COc1ccc(CN2CCC(n3nccc3NC(=O)CCOc3ccccc3)CC2)cc1C
  -7	4	-9	-11	-4	4	10	-2	3	1	8
> O=C(c1ccccc1)N1N=C(c2ccc(F)cc2)CC1(O)C(F)(F)F (stereo unspecified)
  -10	4	1	3	-12	8	9	10	-6	8	12
> O=C(CSc1nncn1-c1ccccc1)NC1CCCC1
  -3	3	9	11	5	22	2	7	3	-26	0
> Cc1cc2nc3c(c(=O)n2[nH]1)CCCC3
  -4	4	-5	-6	6	3	-7	-5	4	8	-18
> Cc1csc(SCC(=O)Nc2cccc3nsnc23)n1
  -11	29	28	-5	48	50	3	54	-9	-21	-5
> Cc1cc(=O)n(C2CCS(=O)(=O)C2)[nH]1 (stereo unspecified)
  6	-2	-6	-2	4	-25	-3	11	nt	11	-11
> CCCCNC(=O)[C@@H]1CC=C[C@@H]2CCN(Cc3ccc(Cl)c(Cl)c3)C(=O)[C@@H]21
  1	36	20	9	12	-2	1	-10	-3	23	10
> O=C(O)c1cccc(S(=O)(=O)NCCC(c2ccccc2)c2ccccc2)c1
  3	-4	8	-14	12	-15	-1	-20	-7	16	-7
> CCc1ccccc1NC(=S)N(CCCN1CCOCC1)Cc1ccccn1
  -6	1	-9	-3	6	-8	1	-53	-2	8	-6
> CCc1ccc(NC(=O)c2ccc(OC)c([N+](=O)[O-])c2)cc1
  1	5	-5	-5	-12	4	-57	-13	-5	-3	1
> CC(=O)Nc1ccc(N2CC(C)(C)C2=O)cc1
  1	-1	-9	7	13	-14	-16	-16	8	21	-1
> O=C(CN(Cc1ccco1)S(=O)(=O)c1ccccc1)N/N=C/c1cccc(O)c1
  -12	-4	0	-16	13	-22	5	10	2	-11	19
> Cc1ccnc(Nc2nc(-c3ccc(Cl)cc3)cs2)c1
  -45	-41	-29	-15	-97	-12	-4	-91	-11	-64	11
> O=C(CN1CCC(C(=O)c2ccc(Cl)cc2)CC1)Nc1ccc2c(c1)OCCO2
  -13	-1	-1	4	-20	8	29	-3	9	-8	3
> CCC(=O)N1N=C(c2ccc(NS(=O)(=O)c3ccccc3)cc2)CC1c1ccco1 (stereo unspecified)
  -3	3	10	-3	3	1	22	-4	-9	-14	-2
> O=C(CN(Cc1ccco1)C(=O)CNS(=O)(=O)c1ccc(Cl)cc1)NCC1CCCO1 (stereo unspecified)
  3	-2	3	-5	11	12	5	-1	10	14	-5

# Later entries.
# Value order: Vif inh	EBV LMP1 NFkB	COUP-TFII inh	NOD2-RIPK2 inh	NCOA3 inh	SRC2 inh	TROY NFkB inh	SRC1 inh	TLR9-MyD88 block	LRH-1 inv ag	C8 TRAIL sens
> OC(c1ccc(F)c(F)c1)c1nc(-c2cc(F)cc(F)c2)cs1 (stereo unspecified)
  nt	nt	-3	2	8	-46	-17	-14	nt	3	-9
> COC(=O)c1ccc(SC)cn1
  -4	8	3	-18	1	2	7	-30	-7	2	0
> Cc1cccc([N+](=O)[O-])c1NC(=O)COC(=O)C1CCCO1 (stereo unspecified)
  nt	-5	-7	-2	-5	5	8	0	-9	-25	4
> Cc1ccc(Cc2c(-c3ccc(Cl)cc3)nc3c(C)cc(Br)cn23)cc1
  nt	nt	-3	3	-13	-64	-3	-4	nt	9	24
